# pCIP destab = lowers stability of the mouse p/CIP coactivator protein; Q05BA5; F442A p/CIP-EGFP cells, EGFP fluorescence, 16 h; decrease of EGFP signal, % at 10 µM; 290,000 tested, 0.01% active; AID 1984;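 active = EGFP signal decrease of at least 30% at 10 µM or well 3 SD below plate mean, unless failing retest; inactive = the rest, including hits failing retest or dose response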; note: some compounds called inactive have numbers as strong as hits; many of its hits are not listed in these tables
# MEKK2 mut-MEK5 = signal of MEK5 binding to mutant human MEKK2 PB1 domain; percent response, % at 10 µM; 290,000 tested, 0.35% active; AID 1530; bead flow cytometry, Alexa488-MEK5 binding to MEKK2 mutant; in the data active = percent response above about 24%, passing the limit was not always enough; note: inactives centre near 1; some results filed as inactive read as strong as hits; reference of the scale not given here
# MEKK3 PB1 HTS = raises or lowers MEK5 binding to the human MEKK3 PB1 domain; 290,000 tested, 1.4% active; bead-based flow cytometry, Alexa488-MEK5 binding to MEKK3; actives lie on both sides; 0 = blocked by unlabeled MEK5, 100 = vehicle; binding response (% of control), % at 10 µM; Q99759;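 active = binding response more than 3 SD above or below the average of its plate-row segment, actives on both sides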;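 note: Alexa488 bead fluorescence after subtracting the streptavidin-only scavenger bead signal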
# Target sequence (Q99759 whole entry, looked up, the tested form may be a part): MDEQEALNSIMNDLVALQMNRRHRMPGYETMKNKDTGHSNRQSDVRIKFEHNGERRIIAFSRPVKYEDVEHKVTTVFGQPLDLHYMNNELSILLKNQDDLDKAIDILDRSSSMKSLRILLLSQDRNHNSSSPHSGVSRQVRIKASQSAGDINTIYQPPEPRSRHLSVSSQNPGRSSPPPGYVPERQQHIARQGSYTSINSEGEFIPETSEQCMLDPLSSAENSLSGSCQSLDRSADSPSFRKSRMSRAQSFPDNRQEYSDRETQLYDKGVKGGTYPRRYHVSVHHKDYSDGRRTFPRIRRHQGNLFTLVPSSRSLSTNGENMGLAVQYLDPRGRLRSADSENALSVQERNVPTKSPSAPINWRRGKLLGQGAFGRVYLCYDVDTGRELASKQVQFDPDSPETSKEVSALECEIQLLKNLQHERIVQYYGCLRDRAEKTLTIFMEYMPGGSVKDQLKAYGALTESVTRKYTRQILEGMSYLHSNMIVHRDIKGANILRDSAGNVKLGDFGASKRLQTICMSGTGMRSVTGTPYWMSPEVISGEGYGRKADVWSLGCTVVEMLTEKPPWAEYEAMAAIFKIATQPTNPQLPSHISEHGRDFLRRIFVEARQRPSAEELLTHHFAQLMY
# PfM18AAP inh = PfM18AAP enzyme inhibition. inhibition, % at 7.35 µM. 290,000 tested, 1.2% active. recombinant PfM18AAP, H-Glu-NHMec fluorogenic cleavage;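 active = inhibition above the campaign mean inhibition over all tested compounds plus 3 SD, cut at about 28% in these data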;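 note: 0% = plate median of test compound wells and 100% = 2 mM ZnCl2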
# UBC9 SUMO inh = SUMOylation inhibition; HTRF SUMOylation assay, SAE1/SAE2 + UBC9, in vitro; inhibition, % at 35 µM; 290,000 tested, 0.36% active; in the data active = inhibition above about 50%, passing the limit was not always enough; note: strong numbers were not always called active
# Target sequence (P63279 whole entry, looked up): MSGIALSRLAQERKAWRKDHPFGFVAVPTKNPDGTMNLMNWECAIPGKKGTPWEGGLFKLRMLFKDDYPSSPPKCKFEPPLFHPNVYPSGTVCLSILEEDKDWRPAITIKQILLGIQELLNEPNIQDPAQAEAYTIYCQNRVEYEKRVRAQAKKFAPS
# NALP1 inh = NALP1 inhibition; S. cerevisiae NALP1/ASC/caspase-1 growth, X-gal OD620, 72 h; inhibition, % at 10 µM; 280,000 tested, 0.61% active; in the data active = inhibition mostly above about 24%, no sharp cut-off; inactive = mostly below about 32%; note: some compounds called inactive have numbers as strong as hits
# MEKK2wt PB1 HTS = raises or lowers MEK5 binding to wildtype human MEKK2 PB1 domain. AID 1531. 290,000 tested, 1.1% active. binding response (% of control), % at 10 µM. bead flow cytometry, Alexa488-MEK5 binding to MEKK2 WT; actives lie on both sides. Q9Y2U5; in the data active = binding response below about 67% or above about 130%
# IDE inh = inhibits human insulin-degrading enzyme in HEK cells. P14735. FAbetaB cleavage, fluorescence polarization. inhibition, % at 5.59 µM. 320,000 tested, 0.41% active. AID 434962;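 active = percent inhibition above the average of all tested compounds plus 3 SD, set per screening campaign, cut at about 16% in these data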;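 note: IDE supplied by intact live HEK cells; FP after avidin binding of uncleaved biotin substrate so inhibition keeps polarization high; 0% = DMSO wells and 100% = 60 µM reference IDE inhibitor Ii1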
# IDE act = boosts human insulin-degrading enzyme activity in HEK cells. P14735. FAbeta-B cleavage, fluorescence polarization; 0% vehicle, 100% cell-free pure enzyme wells. activation, % at 5.96 µM. 340,000 tested, 0.073% active;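 active = activation above the mean of all tested compounds plus 3 SD, set per screening campaign, cut at about 17% in these data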
# * marks the source's active call; other numbers are inactive results; x = no result given.
No.	structure	pCIP destab	MEKK2 mut-MEK5	MEKK3 PB1 HTS	PfM18AAP inh	UBC9 SUMO inh	NALP1 inh	MEKK2wt PB1 HTS	IDE inh	IDE act
1	COc1ccc2c(c1)CCc1cnc(N)nc1-2	-4	2	102	0	12	-8	99	4	3
2	COc1ccc(CNC(=O)CN(C(=O)CCC(=O)Nc2nccs2)c2ccccc2C)cc1	-6	1	101	4	4	-3	102	-7	2
3	Cn1c(SCc2ccccc2F)nnc1-c1cnccn1	-17	3	105	1	21	-2	102	0	10
4	COc1cc(C(C[N+](=O)[O-])c2c(C)[nH]c3ccccc23)cc(OC)c1OC (stereo not given)	-6	3	106	8	9	25	103	-1	1
5	CN1CCN(C2=Cc3ccccc3Sc3cc(F)ccc32)CC1	-4	11	97	0	3	-35	136*	-3	4
6	O=C1CC(c2cccc(Cl)c2)Cc2nc(N3CCN(c4ccccc4)CC3)ncc21 (stereo not given)	-12	-11	104	-7	4	-10	100	-2	4
7	Cc1nn(CC(=O)N2CCOCC2)c(=O)c2c1sc1ccccc12	4	-4	95	-5	9	2	97	2	5
8	CC(C)(C)NCCCCOc1ccc(F)cc1	-4	-10	92	-3	10	10	88	-3	3
9	CCOC(=O)C(NC(=O)CC)(Nc1sc2c(c1C(=O)OC)CCN(C)C2)C(F)(F)F (stereo not given)	-3	4	102	-3	5	3	98	4	0
10	O=C(CCN1C(=O)/C(=C\c2ccccc2)SC1=S)Nc1ccc(C(=O)O)cc1	-10	-3	93	10	-2	1	91	10	0
11	CCOc1ccc(NC(=O)NCc2ccco2)cc1	3	0	102	2	5	-4	104	-9	-1
12	CCOC(=O)c1ccc(S(=O)(=O)N2CCN(CC(=O)NC(=O)NC(C)(C)C)CC2)cc1	2	-4	101	-4	4	24	97	2	7
13	CN(Cc1nc(Cc2ccccc2F)no1)[C@@H]1CS(=O)(=O)C[C@H]1O	-18	4	103	6	7	-1	105	4	7
14	CCN(CC)CCNC(=O)C1CCCCN1S(=O)(=O)c1cccc([N+](=O)[O-])c1 (stereo not given)	8	-31	82	4	-17	15	83	-3	3
15	CN(Cc1cc2ccccc2[nH]c1=O)S(=O)(=O)c1ccccc1	-18	18	105	-11	-4	6	104	-2	5
16	COc1ccc(OC)c(NC(=O)c2nnn(CC(=O)Nc3ccc4c(c3)OCO4)c2N)c1	1	-2	101	-2	48	28	94	2	5
17	Cc1cc(C(=O)N/N=C/c2c(C)nn(-c3ccccc3)c2C)c(C)o1	5	-24	72	-6	5	30	76	-3	9
18	Cc1cc(C(=O)CN2C(=O)C(=O)N(C)C2=O)c(C)n1-c1cccc(S(=O)(=O)N2CCOCC2)c1	-9	-11	95	-4	1	7	100	0	4
19	Cc1cccc(CSc2nnc(N)n2-c2ccccc2)c1	11	3	97	-1	-13	-44	106	6	-2
20	CC(C)[C@H](NS(=O)(=O)/C=C/c1ccccc1)C(=O)OCC(=O)NC(N)=O	-11	-2	95	-13	8	x	92	3	8
21	Cc1nc(-c2nnc(SCC(=O)Nc3ccc(Cl)cc3)n2C)cs1	-10	0	103	-6	13	x	105	3	-2
22	N#C/C(=C/c1ccccc1[N+](=O)[O-])c1nnc2n1CCCCC2	-3	-2	98	4	17	15	100	5	2
23	O=C(Nc1cccnc1)c1cc([N+](=O)[O-])ccc1Cl	0	6	103	-2	9	-19	105	5	4
24	Nc1ncnc2c1ncn2CCc1ccccc1	-3	4	108	-7	9	-35	108	4	0
25	Cc1ccc(-c2cc(C(F)F)n3ncc(C(=O)N4CCc5ccccc54)c3n2)cc1	9	-5	99	-6	0	-1	94	2	3
26	O=c1cc(CN2CCN(c3ccccc3F)CC2)c2cc3c(cc2o1)CCCC3	1	2	99	0	6	1	106	2	8
27	CC1CCCCN1C(=O)c1cc(F)c(F)cc1Cl (stereo not given)	-8	2	100	1	23	16	99	-1	4
28	COc1ccc(OC)c(NC(=O)C2CC(=O)n3ncnc3N2)c1 (stereo not given)	-6	-12	67	0	19	3	82	4	4
29	CN(CC(=O)Nc1ccccc1Cl)CC(=O)Nc1ccccc1[N+](=O)[O-]	-22	-2	87	-16	7	-1	88	4	-1
30	C[C@]12CC[C@@H]3c4ccc(O)cc4[C@@H](O)C[C@H]3[C@@H]1CC[C@@H]2O	5	2	91	4	-28	13	96	1	x
31	CC1(C)CC(=O)C=C(NCc2cccs2)C1	4	-4	91	4	-17	12	91	-2	2
32	CCOC(=O)Cc1ccc(NS(=O)(=O)c2ccc(SC)cc2)cc1	3	7	105	1	-11	x	102	2	4
33	N#Cc1ccccc1N=Cc1ccc(Br)cc1	-1	-2	104	4	-1	-1	105	6	3
34	N#C/C(=N\Nc1ccc(F)cc1)C(=O)C1CC1	-1	-2	102	-1	16	x	103	4	x
35	COc1cc(OC)c(OC)cc1/C=C/c1cc(C(F)(F)F)[nH]c(=O)n1	-32	-15	91	0	7	-17	78	-1	-1
36	C[C@H](NC(=O)N1CCC(Cc2ccccc2)CC1)C(=O)O	-4	9	105	2	9	-2	103	3	2
37	CN1N=C(C(=O)NC2CCCc3c2cnn3-c2ccc(F)cc2F)CCC1=O (stereo not given)	-20	0	103	-6	12	4	100	-5	-1
38	N#CC1=C(N)OC2=C(CC/C2=C\c2ccccc2)C1c1ccccc1 (stereo not given)	-57	x	x	3	8	5	x	13	-30
39	Fc1ccc(C(CCCn2nnc(-c3cccnc3)n2)c2ccc(F)cc2)cc1	-8	2	111	5	4	-2	103	-5	1
40	CCn1c(COc2cccc(OC)c2)nnc1SCC(=O)NC1CCCC1	-4	-1	97	2	4	6	95	x	4
41	COc1cc(/C=C2\C(=O)NN(c3ccc(C)cc3)C2=O)cc([N+](=O)[O-])c1O	-6	2	108	-1	20	1	107	1	-3
42	COc1ccc(C2C(C(=O)N3CCOCC3)CCC(=O)N2c2cc(OC)c(OC)c(OC)c2)cc1 (stereo not given)	9	2	98	3	1	16	99	2	1
43	COc1cc(OC)cc(C(=O)NC(=S)NNC(=O)Cc2cccs2)c1	0	18	98	24	-11	-2	110	2	-1
44	CCOc1ccc(-c2nc3n(c(=O)c2C#N)CCCS3)cc1	-6	1	100	1	15	4	105	5	0
45	CSC1=NC(C)(C)C=C(/C=C/c2c(Cl)cccc2Cl)N1	-12	-1	109	17	13	29	105	-3	-2
46	COc1ccc(C(=O)OC(C)CN2CCN(C)CC2)cc1 (stereo not given)	-7	3	106	3	-1	12	106	0	4
47	O=C(/C=C/c1ccccc1[N+](=O)[O-])NCC1CCCO1 (stereo not given)	-2	-1	99	3	8	35	97	-3	-1
48	CC(C)Cc1ccc(S(=O)(=O)Nc2ccc3[nH]c(=O)[nH]c3c2)cc1	-3	4	95	11	1	-9	101	-2	-2

# Quoted from the listing.
# COc1ccc(C(=O)OC(C)CN2CCN(C)CC2)cc1 (stereo not given) @ UBC9 SUMO inh: -1
# COc1ccc(C2C(C(=O)N3CCOCC3)CCC(=O)N2c2cc(OC)c(OC)c(OC)c2)cc1 (stereo not given) @ MEKK3 PB1 HTS: 98

# Next compounds
No.	structure	pCIP destab	MEKK2 mut-MEK5	MEKK3 PB1 HTS	PfM18AAP inh	UBC9 SUMO inh	NALP1 inh	MEKK2wt PB1 HTS	IDE inh	IDE act
49	CCN(c1ccc(C)cc1)S(=O)(=O)c1nnc(NC(=O)c2ccco2)s1	1	-1	98	5	21	10	97	-5	-2
50	CN1CCN(c2ccccc2NC(=O)c2c(F)cccc2F)CC1	5	0	109	-1	6	-2	98	-3	3
51	CCc1c(C)nc2ncnn2c1N1CCC(C(=O)N2CCN(c3ccc(F)cc3)CC2)CC1	-27	1	97	4	3	-2	99	6	4
52	COCCn1cc(C(=O)NCCCN2CCC(C)CC2)c2c3ccccc3n(C)c2c1=O	-2	-11	73	-1	9	x	86	7	-3
53	CCOC(=O)/C(=N\NC(=O)c1ccccc1)c1ccccc1	-6	-3	98	3	3	6	98	-4	6
54	NC(=O)CCC(NS(=O)(=O)c1ccc(Cl)cc1)C(=O)NCc1ccccc1 (stereo not given)	-3	4	99	3	-8	15	84	3	x
55	COc1cc([N+](=O)[O-])ccc1NC(=O)N1CCCCCC1	-12	5	102	-6	-3	12	107	-5	17
56	OC(CNC1CCCC1)COc1ccc(F)cc1 (stereo not given)	26	6	103	-8	7	12	103	x	3
57	COCCn1c(=NC(=O)CSC(C)=O)sc2cc(OC)ccc21	-11	-4	97	15	6	x	98	1	-2
58	COc1ccc(Cc2nc3ccc(C(=O)NCCc4ccccn4)cc3o2)cc1OC	-3	-6	100	10	-10	7	102	1	0
59	CCOC(=O)CSC1=C(C#N)C(c2ccc(C)o2)CC(=O)N1 (stereo not given)	-10	11	110	6	-6	-18	108	0	3
60	CC(C)(C)c1ccc(C(=O)NCCC(=O)NCc2ccco2)cc1	-8	-13	76	5	12	11	81	0	4
61	Nc1nnc(SCC(=O)NC2CCCc3ccccc32)s1 (stereo not given)	2	-1	98	-12	28	-2	97	4	-1
62	CC1CCCN(C(=S)Nc2ccc(S(=O)(=O)N3CCCCC3)cc2)C1 (stereo not given)	-10	5	104	5	4	-4	99	3	7
63	Cc1onc(-c2c(Cl)cccc2Cl)c1COC(=O)c1ccc(Cl)cc1[N+](=O)[O-]	-3	-1	105	0	-7	10	101	4	-3
64	O=C1/C(=C/c2ccc(F)cc2)SC(=S)N1Nc1ncc(C(F)(F)F)cc1Cl	19	-3	93	11	9	30	90	-1	9
65	CCn1c(SCC(=O)Nc2nc(C)c(C(=O)OC)s2)nnc1C(C)C	-2	1	102	-1	9	-20	105	1	-2
66	COc1cccc(CNC(=O)CCS(=O)(=O)c2ccc3c(c2)oc(=O)n3C)c1	5	3	100	0	6	13	100	2	2
67	CCCC(CCC(=O)Nc1nccs1)C(=O)O (stereo not given)	-24	1	120	-5	8	-10	110	-3	1
68	COC(=O)C1(c2ccccc2)NC(c2cccs2)C2C(=O)N(C)C(=O)C21 (stereo not given)	-7	3	101	0	16	18	99	4	-6
69	CC(C)Sc1nc2c(c(=O)[nH]c(=O)n2C)n1Cc1ccccc1	-18	-3	98	0	23	-1	95	5	-3
70	CCN(CC)CCNc1nc2c(c(=O)n(C)c(=O)n2C)n1C/C=C(/C)Cl	-2	5	102	14	-22	0	106	2	1
71	CC(C)(C)C(=O)Nc1cc2nn(-c3ccccc3)nc2cc1Cl	-4	2	105	-2	3	0	99	x	-2
72	CCOC(=O)c1c(NC(=O)CSc2nc3ccccc3o2)sc(C)c1C	1	2	98	1	-44	11	99	-3	-1
73	O=C(Nc1nnc(-c2ccccc2)s1)c1cc(S(=O)(=O)N2CCOCC2)c(Cl)cc1Cl	-1	-4	99	-3	12	18	94	-7	2
74	Cc1cc(/C=N/n2cnnc2)c(C)n1-c1ccc(OCc2ccc(Cl)cc2)cc1	-9	3	117	17	-19	15	109	12	-2
75	O=C(CN1CCC(Cc2ccccc2)CC1)NC(=O)NC1CCCCC1	4	-44	98	0	-10	-39	102	2	1
76	Cc1c(C(=O)Nc2ccccc2F)sc2ncn(CC(=O)N3CCCCC3)c(=O)c12	-15	1	98	-3	11	8	102	8	-2
77	Cc1ccccc1CC1(CO)CCCN(Cc2ccc3c(c2)OCCO3)C1 (stereo not given)	-12	9	104	-2	6	5	107	5	5
78	CCOc1ccccc1OCCOCCOc1c(Cl)cccc1Cl	14	5	110	-7	-13	21	112	0	4
79	Cc1cccc(S(=O)(=O)CC(=O)Nc2nc(-c3ccccc3)cs2)c1	11	-4	104	-2	-19	25	102	6	-4
80	Cc1ccc(OCC(=O)c2c[nH]c3ccccc23)c([N+](=O)[O-])n1	-3	0	98	-1	6	11	96	3	-3

# From PubChem BioAssay

# This is a subset, so the mix of outcomes need not match the whole.
